PhoP GFP inhibition: Inhibition of PhoP regulon, Salmonella typhi GFP reporter cells, confirmation, 4 h (AID 1850) | 310,000 tested, 0.33% active | Salmonella Typhi PhoP-promoter GFP reporter, fluorescence, 4 h; higher % means a stronger effect | inhibition, % at 50 µM; hits with a dose series show IC50 in µM; in the data active = a potency from the dose series; inconclusive = inhibition mostly from about 25% at the one dose, without a potency; inactive = the rest, 99 in 100 with inhibition below about 19%;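 note: 0% = induced wells with vehicle and 100% = uninduced wells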
M. tuberculosis HTS: M. tuberculosis growth inhibition, HTS (AID 449762). M. tuberculosis H37Rv growth inhibition, 7H9 media; higher % means a stronger effect. inhibition, % at 25 µM, or IC50 in µM where a hit was titrated. 330,000 tested, 0.59% active; in the data active = a potency from the dose series; inconclusive = inhibition above about 70% without an active follow-up result;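 note: bacterial growth assessed after seven days of incubation; strong numbers were not always called active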
influenza NS1A: H1N1 influenza NS1A inhibitors, functional cell based assay (AID 504329); NS1A functional cell-based assay, percent inhibition; higher % means a stronger effect; 340,000 tested, 0.3% active; one-dose inhibition, % at 12.5 µM; IC50 in µM for titrated hits; in the data active = a potency from the dose series; inconclusive = inhibition above about 27% without an active follow-up result; note: strong numbers were not always called active
inhibitors of VEEV: inhibitors of VEEV TC-83 cytopathic effect, confirmation, Vero cells (AID 588727); Vero cells, VEEV TC-83 cytopathic effect inhibition; higher % means a stronger effect; one-dose inhibition, % at 20 µM; IC50 in µM for titrated hits; 350,000 tested, 0.13% active; in the data active = a potency from the dose series; inconclusive = inhibition mostly from about 14% at the one dose, without a potency; inactive = the rest, 99 in 100 with inhibition below about 12%; note: strong numbers were not always called active
tuberculosis growth: growth inhibition of non-replicating M. tuberculosis (AID 488890); Mycobacterium tuberculosis non-replicating, growth inhibition; higher % means a stronger effect; inhibition, % at 25 µM, or IC50 in µM where a hit was titrated; 320,000 tested, 0.39% active; in the data active = a potency from the dose series; inconclusive = inhibition mostly from about 82% at the one dose, without a potency; inactive = the rest, 99 in 100 with inhibition below about 76%;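 note: plate controls were DMSO cells for no effect and high antibiotic wells for full effect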
inhibitors of VEEV 10K pilot screen: also measured in inhibitors of VEEV; calls as there; inhibition, %; measured here: 10K pilot screen inhibition
The depositor's hits bear a star; i = inactive; ? = inconclusive; / = not tested or not shown.

Start of the data: the first 5 compounds as a preview:
SMILES	PhoP GFP inhibition	M. tuberculosis HTS	influenza NS1A	inhibitors of VEEV	tuberculosis growth	others
COC(=O)c1ccc2c(=O)n(CCN3CCOCC3)c(SCC(=O)C(C)(C)C)nc2c1	4.3%	-3.4%	-1.0%	0.3%	33.8%
CCc1cccc(NS(=O)(=O)c2cccc3cccnc23)c1	-12.8%	5.7%	-5.4%	i	4.0%
CC(=O)c1ccc(OC(C)C)c(CSC(=N)N)c1	-1.2%	9.2%	-3.8%	i	20.0%
COc1ccccc1C(=O)NCCC(=O)N1CCN(S(=O)(=O)c2ccc(Cl)cc2)CC1	/	-10.3%	2.6%	0.4%	25.1%
COc1cc(CC(=O)Nc2ccc(S(=O)(=O)Nc3ncccn3)cc2)cc(OC)c1OC	1.6%	-2.4%	1.4%	1.5%	13.9%

The list itself, from the first entry:
SMILES	PhoP GFP inhibition	M. tuberculosis HTS	influenza NS1A	inhibitors of VEEV	tuberculosis growth	others
COC(=O)c1ccc2c(=O)n(CCN3CCOCC3)c(SCC(=O)C(C)(C)C)nc2c1	4.3%	-3.4%	-1.0%	0.3%	33.8%
CCc1cccc(NS(=O)(=O)c2cccc3cccnc23)c1	-12.8%	5.7%	-5.4%	i	4.0%
CC(=O)c1ccc(OC(C)C)c(CSC(=N)N)c1	-1.2%	9.2%	-3.8%	i	20.0%
COc1ccccc1C(=O)NCCC(=O)N1CCN(S(=O)(=O)c2ccc(Cl)cc2)CC1	/	-10.3%	2.6%	0.4%	25.1%
COc1cc(CC(=O)Nc2ccc(S(=O)(=O)Nc3ncccn3)cc2)cc(OC)c1OC	1.6%	-2.4%	1.4%	1.5%	13.9%
CCOC(=O)C1=C(COC(=O)[C@H](C)NS(=O)(=O)c2ccc(NC(C)=O)cc2)NC(=O)NC1C (stereo not given in full)	/	-13.9%	-8.1%	4.0%	-18.2%
COc1ccc(C(=O)NNS(=O)(=O)c2ccc(OC)cc2)cc1	-0.5%	8.1%	-3.1%	1.9%	20.5%
COc1cc(C(C)=O)ccc1OCC(=O)OCC(=O)c1cc(C)n(CC2CCCO2)c1C (stereo not given)	/	3.3%	-7.4%	0.2%	11.3%
O=C1Nc2ccccc2N=C(c2ccccc2)C1Br (stereo not given)	5.6%	-0.5%	-0.2%	3.8%	28.2%
COc1ccc(-c2c3c(nc4sc(C(=O)Nc5ccccc5)c(N)c24)CCC3)cc1	-0.1%	-13.0%	-12.1%	i	12.1%
CC(CNc1ccc(Cl)cc1)(CNc1ccc(Cl)cc1)[N+](=O)[O-]	/	/	-7.9%	7.6%	/
CCOc1ccc(S(=O)(=O)N2CCCC(C(=O)Nc3ccccc3)C2)cc1 (stereo not given)	2.4%	2.8%	11.7%	3.8%	-2.4%
C=C1C(=O)O[C@@H]2[C@H]1[C@@H](OC(=O)/C(C)=C/C)C/C(C)=C\C(=O)/C=C(\C)[C@@H]2O	3.4%	44.7%	-1.4%	?	?
Cc1ccc(S(=O)(=O)N(CC(=O)NCC2CCCO2)Cc2ccc(F)cc2)cc1 (stereo not given)	0.6%	1.6%	-0.8%	0.6%	56.4%
Cc1ccc(CCN2CC(C(=O)NCCN(C)C)CC2=O)cc1 (stereo not given)	0.2%	-5.4%	-4.6%	0.7%	-11.3%
CCOC(=O)c1csc(-n2nc(C)cc2C(F)(F)F)n1	4.0%	-2.1%	2.0%	0.8%	33.8%
COC(=O)c1ccsc1NC(=O)C1=COCCO1	11.7%	-0.8%	-3.4%	1.1%	/
O=C(CCl)N1CCN(S(=O)(=O)c2ccc3c(c2)OCCCO3)CC1	/	?	-5.3%	?	?
O=C(NC1CCCCCC1)C1CCC(=O)N(Cc2ccccc2F)C1 (stereo not given)	0.8%	-14.2%	-3.1%	0.2%	9.5%
CCSC(=O)N(CC)CC(=O)Nc1c(CC)cccc1CC	-8.2%	10.1%	-4.6%	i	-1.4%

Reprinted from the part before: 2 compounds, then new ones.
SMILES	PhoP GFP inhibition	M. tuberculosis HTS	influenza NS1A	inhibitors of VEEV	tuberculosis growth	others
O=C(NC1CCCCCC1)C1CCC(=O)N(Cc2ccccc2F)C1 (stereo not given)	0.8%	-14.2%	-3.1%	0.2%	9.5%
CCSC(=O)N(CC)CC(=O)Nc1c(CC)cccc1CC	-8.2%	10.1%	-4.6%	i	-1.4%
CCN(C(=O)COc1ccc(C(C)=O)cc1)c1cccc2ccccc12	/	-3.4%	7.2%	1.3%	54.5%
CC(=O)Nc1ccc(S(=O)(=O)NC2(C(F)(F)F)N=C(c3ccccc3)NC2=O)cc1 (stereo not given)	-2.1%	0.8%	-3.9%	3.3%	-31.1%
CN(CC(=O)Nc1ccc(F)c(F)c1F)C(=O)c1ccc2c(c1)NC(=O)CS2	/	1.4%	-4.8%	i	16.2%
COc1cccc(C(=O)OCC(=O)N2CCc3ccccc32)c1OC	/	/	-2.2%	9.9%	/
Cc1ccc(/C=C/C(=O)N2CCN(S(=O)(=O)c3cccs3)CC2)o1	6.6%	-4.6%	11.5%	0.9%	4.7%
Cc1nn(-c2ccccc2)c(Cl)c1/C=N/NC(=O)c1ccc(CNc2ccccc2)o1	9.3%	97.1%	13.8%	3.8%	43.6%
COc1ccc2[nH]c(=O)c(-c3nnn(-c4ccc(Cl)nc4)n3)cc2c1	-7.1%	2.3%	-0.8%	0.9%	-7.9%
CCC(C(=O)O/N=C(\N)c1ccc(C)cc1)c1ccccc1 (stereo not given)	8.9%	-5.8%	-0.9%	3.9%	19.7%
COC(=O)c1ccc(CC(=O)c2ccc(O)cc2O)o1	10.3%	2.2%	12.3%	1.5%	-3.6%
CC(=O)Nc1ccc(C(=O)COC(=O)CCS(=O)(=O)c2ccccc2)cc1	-8.3%	0.3%	-1.4%	13.0%	2.5%
COc1ccc(C(=O)OC(C)C(=O)NC2CCCC2)cc1S(=O)(=O)N1CCOCC1 (stereo not given)	/	0.8%	-2.3%	1.8%	-8.5%
CCc1c(C)nc2c(-c3ccccc3)c(C)nn2c1Nc1ccc(NC(C)=O)cc1	4.1%	?	/	9.8%	55.1%
O=C1C2C3C=CC(C3)C2C(=O)N1c1ccc2ccccc2n1 (stereo not given)	-1.9%	-0.8%	4.2%	0.9%	2.3%
CSc1nsc2nc(=O)c(/C=C3\C(C)=Nc4ccc(C)cc43)c(N)n12	4.2%	28.0%	7.3%	10.8%	76.7%
Cc1ccc(C)c(NC(=O)COC(=O)c2cc3ccccc3oc2=O)c1	/	3.0%	-1.4%	1.6%	i
N#Cc1nc(COc2cccc(Cl)c2)oc1NCc1ccco1	5.9%	1.9%	0.7%	2.2%	/
Cc1nn(C)c(C(=O)Nc2ccc(Cl)c([N+](=O)[O-])c2)c1Cl	-6.6%	5.4%	-3.2%	1.0%	8.3%
Cc1ccc(-c2csc3nc(CSc4nnc(-c5ccc(Cl)cc5)n4C)[nH]c(=O)c23)cc1	-8.1%	-1.0%	-7.5%	2.7%	13.3%
COCc1cc(C)nc2sc(C(=O)Nc3cccc(OC)c3)c(N)c12	-3.8%	7.8%	-14.5%	4.8%	43.1%
O=C(O)/C=C/c1cn(-c2ccccc2)nc1-c1ccc(-c2ccc([N+](=O)[O-])cc2)o1	-0.1%	67.7%	8.0%	8.3%	73.2%

Already shown: an excerpt of the list.
SMILES	PhoP GFP inhibition	M. tuberculosis HTS	influenza NS1A	inhibitors of VEEV	tuberculosis growth	others
O=C1C2C3C=CC(C3)C2C(=O)N1c1ccc2ccccc2n1 (stereo not given)	-1.9%	-0.8%	4.2%	0.9%	2.3%
CSc1nsc2nc(=O)c(/C=C3\C(C)=Nc4ccc(C)cc43)c(N)n12	4.2%	28.0%	7.3%	10.8%	76.7%
Cc1ccc(C)c(NC(=O)COC(=O)c2cc3ccccc3oc2=O)c1	/	3.0%	-1.4%	1.6%	i
N#Cc1nc(COc2cccc(Cl)c2)oc1NCc1ccco1	5.9%	1.9%	0.7%	2.2%	/
Cc1nn(C)c(C(=O)Nc2ccc(Cl)c([N+](=O)[O-])c2)c1Cl	-6.6%	5.4%	-3.2%	1.0%	8.3%
Cc1ccc(-c2csc3nc(CSc4nnc(-c5ccc(Cl)cc5)n4C)[nH]c(=O)c23)cc1	-8.1%	-1.0%	-7.5%	2.7%	13.3%

The listing continues.
SMILES	PhoP GFP inhibition	M. tuberculosis HTS	influenza NS1A	inhibitors of VEEV	tuberculosis growth	others
CCCCn1nc(C(=O)Nc2c(C)n(C)n(-c3ccccc3)c2=O)c2ccccc2c1=O	/	-8.7%	1.0%	0.5%	-19.5%
CCN(CC)c1ccc(CNc2nc3ccccc3n2CCN2CCCCC2)cc1	52.1µM*	?	27µM*	7.1%	?
CC(C)c1ccc(NC(=O)C2CC(=O)N=C(N)S2)cc1 (stereo not given)	3.5%	-0.8%	1.0%	i	11.8%
CC(CNC(=O)CN1C(=O)NC2(CCOc3ccccc32)C1=O)c1ccccc1 (stereo not given)	/	-7.8%	-16.8%	1.3%	50.4%
S=c1nc[nH]c2c1cnn2-c1ccccc1	-4.2%	63.9%	-14.0%	1.3%	54.7%
CCOC(=O)c1c(-c2ccc(OC)cc2)csc1NC(=O)CCN1CCOCC1	-2.0%	3.8%	12.2%	6.5%	77.9%
Cc1ccc(N=C2NC(=O)/C(=C/c3cccs3)S2)cc1C	-6.0%	52.1%	-1.3%	0.2%	34.5%	inhibitors of VEEV 10K pilot screen=5.4
Cc1ccccc1C(=O)N1CCC(C(=O)Nc2ccc(C(C)C)cc2)CC1	-9.1%	-1.7%	-3.4%	i	14.0%
CCOc1ccc(C2C=C(c3ccc(F)cc3)Nc3ncnn32)cc1 (stereo not given)	-5.7%	49.7%	5.6%	0.4%	10.0%
O=C(COC(=O)c1cccnc1Cl)c1ccc(Cl)cc1Cl	-2.3%	5.3%	0.5%	i	13.7%	inhibitors of VEEV 10K pilot screen=1.4
Cc1ccc(S(=O)(=O)N2CCCC(NC(=O)N3CCN(c4ccccc4)CC3)C2)cc1 (stereo not given)	-3.3%	-2.6%	-3.5%	i	33.1%
Cc1ccc(C(OC(=O)c2ccco2)C(=O)NCc2cccs2)cc1 (stereo not given)	-6.7%	3.5%	-5.4%	1.5%	27.2%
CCOc1ccc(N(CC(=O)NCc2ccccc2Cl)S(=O)(=O)c2c(C)noc2C)cc1	-17.0%	6.1%	-10.3%	1.7%	0.1%
Cc1ccc(-c2cc(C(=O)OCC(=O)N(C)c3c(N)n(Cc4ccccc4)c(=O)[nH]c3=O)c3ccccc3n2)o1	3.4%	10.2%	-8.0%	6.6%	18.4%
CCCCC(C(=O)NC(=O)NCc1ccccc1)N1C(=O)c2ccccc2C1=O (stereo not given)	-3.5%	-6.5%	-8.3%	1.6%	-1.2%
COc1ccc(OC)c(CNC(=O)c2ccc(C)c(NC(=O)C3=C(C)OCCS3)c2)c1	3.1%	-1.3%	2.3%	2.4%	13.5%
CC(C)(C)n1nnnc1CN1CCSCC1	-1.7%	1.2%	-1.6%	0.0%	-16.5%
CCSc1nnc(NC(=O)CSc2nnc(CNC(=O)c3ccc(OC)cc3)o2)s1	-4.6%	2.5%	4.9%	0.6%	-2.6%
Cc1ccc(OCc2ccc(C(=O)Nc3nc4ccccc4n3Cc3ccccc3)o2)c([N+](=O)[O-])c1	10.1%	60.2%	-0.7%	1.0%	-26.1%
O=C(Nc1ccc(O)cc1)c1cc(S(=O)(=O)N2CCCC2)ccc1Cl	21.7%	-1.7%	0.3%	i	-12.6%
C=CCSc1nnc2c(n1)OC=Nc1ccc(Br)cc1-2	-5.8%	-4.0%	12.0%	1.8%	20.7%
CC(C)(CNCc1ccccc1)NS(=O)(=O)c1ccccc1	/	-4.2%	-21.1%	i	10.2%
Cc1ccc(NC(=O)c2ccc3c(c2)OCO3)cc1S(=O)(=O)N1CCOCC1	/	3.0%	-13.4%	8.6%	8.6%
CC(=O)N1CCN(c2ccc(NC(=O)c3ccc(C(C)(C)C)cc3)cc2)CC1	-13.7%	3.0%	-3.1%	7.8%	25.4%

Compound activity deposited in PubChem BioAssay by Southern Research Specialized Biocontainment Screening Center.
